PV pol inh: inhibitors of poliovirus RNA polymerase binding and polymerization. P03300. poliovirus polymerase elongation, fluorescence polarization; stronger effect = lower value. % elongation, % (compound at 16.7 µg/mL). 150,000 tested, 0.66% active; in the data active = % elongation below about 90%; also: some results filed as inactive read as strong as hits
Target sequence (P03300 1749-2209 limits assumed): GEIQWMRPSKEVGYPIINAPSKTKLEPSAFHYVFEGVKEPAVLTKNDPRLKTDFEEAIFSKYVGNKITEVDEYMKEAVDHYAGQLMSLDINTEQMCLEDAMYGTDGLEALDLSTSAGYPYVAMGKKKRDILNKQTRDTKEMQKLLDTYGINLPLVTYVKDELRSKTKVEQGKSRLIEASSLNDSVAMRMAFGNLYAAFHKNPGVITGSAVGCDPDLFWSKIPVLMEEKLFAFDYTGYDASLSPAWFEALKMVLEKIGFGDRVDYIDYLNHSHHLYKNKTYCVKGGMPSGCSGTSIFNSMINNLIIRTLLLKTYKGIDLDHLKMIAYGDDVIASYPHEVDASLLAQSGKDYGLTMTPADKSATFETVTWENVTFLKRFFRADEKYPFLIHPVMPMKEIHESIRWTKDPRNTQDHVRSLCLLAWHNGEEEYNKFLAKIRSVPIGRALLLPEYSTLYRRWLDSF
PV pol inh FP z-score: further read-out of PV pol inh, marked with its call; z-score; measured here: FP z-score; hits read low
* = called active by the depositor; & = joins results of further samples. Only part of the results is shown, so the mix of outcomes need not match the whole.

Each structure is followed by: PV pol inh | PV pol inh FP z-score
> O=S(=O)(NCCSc1ccccc1)c1ccc2c(c1)OCCO2
    106 | 1
> CC(C)N(Cc1nnc(-c2ccc(Cl)cc2)o1)C(=O)C1COc2ccccc2O1 (configuration not stated)
    103 | 0.7
> Cc1ccc2nc(-c3ccc(NC(=O)c4ccc(S(C)(=O)=O)cc4)cc3)sc2c1
    109 | 0.3
> COc1ccccc1N(Cc1cc2ccccc2[nH]c1=O)C(=O)C(C)(C)C
    104 | 0.9
> CCSc1ncc(Cl)c(C(=O)N2CCN(c3ccccc3OC)CC2)n1
    121 | 0.4
> CC(C)c1ccc(NC(=O)c2cc(F)cc3c2OCOC3)cc1
    104 | 0.2
> CCOc1ccc(-c2cc(C(=O)N3CCN(S(=O)(=O)c4cc(Cl)ccc4OC)CC3)[nH]n2)cc1
    110 | 0.9
> CC1(C)C(C(=O)Nc2ccccc2C(F)(F)F)C1(C)C
    103 | 0.2
> COc1ccc(-c2cn3c4ccccc4n(N)c3n2)cc1OC
    104 | 0.8
> CCc1ccc(S(=O)(=O)c2nnn3c2nc(NC(C)C)c2cc(Cl)ccc23)cc1
    103 | -0.6
> Cc1ccc(-c2cc(-c3ccc4c(c3)OCO4)c(C#N)c(N)n2)cc1
    103 | 0.3
> COc1cccc(C2C(C(=O)Nc3cccnc3)=C(C)Nc3nc(SCc4ccccc4)nn32)c1 (configuration not stated)
    110 | 1.5
> Cn1c(CNC2CCCCC2)c(C#N)c2ccccc21
    103 | 0.4
> C/C(=N\c1nnc(Sc2nc3cc(Cl)ccc3s2)s1)N(C)C
    98 | -1.2
> CCc1ccccc1N(CC(=O)N1CCC(Cc2ccccc2)CC1)S(C)(=O)=O
    102 | 0.2
> O=C(Oc1coc(CSc2nnc(NC(=O)C3CC3)s2)cc1=O)c1cccs1
    101 | -0.4
> CCOc1ccc(NC(=O)CSc2cn(CCNC(=O)c3ccccc3F)c3ccccc23)cc1
    108 | 0.9
> Cc1cccc2cc(C#N)c(NCCCNS(=O)(=O)c3ccccc3)nc12
    101 | -0.4
> Cc1cc2c(cc1N)OCCO2
    108 | 3
> COCC(C)NC(=O)Cn1nc(C)c(NC(=O)c2cc(-c3ccc(OC)c(OC)c3)no2)c1C (configuration not stated)
    103 | 0.6

Entries shown so far that have four or more nitrogen atoms (eight):
Each structure is followed by: PV pol inh | PV pol inh FP z-score
> CCSc1ncc(Cl)c(C(=O)N2CCN(c3ccccc3OC)CC2)n1
    121 | 0.4
> CCOc1ccc(-c2cc(C(=O)N3CCN(S(=O)(=O)c4cc(Cl)ccc4OC)CC3)[nH]n2)cc1
    110 | 0.9
> COc1ccc(-c2cn3c4ccccc4n(N)c3n2)cc1OC
    104 | 0.8
> CCc1ccc(S(=O)(=O)c2nnn3c2nc(NC(C)C)c2cc(Cl)ccc23)cc1
    103 | -0.6
> COc1cccc(C2C(C(=O)Nc3cccnc3)=C(C)Nc3nc(SCc4ccccc4)nn32)c1 (configuration not stated)
    110 | 1.5
> C/C(=N\c1nnc(Sc2nc3cc(Cl)ccc3s2)s1)N(C)C
    98 | -1.2
> Cc1cccc2cc(C#N)c(NCCCNS(=O)(=O)c3ccccc3)nc12
    101 | -0.4
> COCC(C)NC(=O)Cn1nc(C)c(NC(=O)c2cc(-c3ccc(OC)c(OC)c3)no2)c1C (configuration not stated)
    103 | 0.6

More results.
Each structure is followed by: PV pol inh | PV pol inh FP z-score
> Cn1c(=O)c2c(nc(SCc3ccc(F)cc3)n2C)n(C)c1=O
    99 | -0.8
> COc1ccc(NCc2nnc3n2CCCCC3)cc1
    104 | 0.2
> O=C(O)CCN1C(=O)NC2(CCCCC2)C1=O
    90 | -1.3
> NC(=O)COC(=O)c1cccnc1SCC(=O)Nc1ccccc1OC(F)F
    105 | 0.3
> O=C1CCCC(O)=C1C(C#Cc1ccccc1)C1=C(O)CCCC1=O
    100 | -0.3
> CCOC(=O)c1cccc(NC(=O)CCc2c(C)nn(-c3ccc(N4CCOCC4)nn3)c2C)c1
    103 | -0.6
> O=C(COC(=O)c1ccccc1Nc1ccccc1)c1ccccc1
    103 | 0.2
> COc1ccccc1C1=NOC(C(=O)Nc2ccc(C)cc2)C1 (configuration not stated)
    102 | 0.4
> CC(C(=O)O)c1ccc(C(=O)c2ccccc2)s1 (configuration not stated)
    98 | -0.1
> O=C(O)CCC(=O)N1CCN(Cc2ccc3c(c2)OCO3)CC1
    102 | 0.2
> c1ccc(Cn2nnnc2CN2CCC(n3cnc4cccnc43)CC2)cc1
    106 | 1.6
> O=C1OCC2=C1C(c1ccc(F)cc1)Sc1ccccc1N2 (configuration not stated)
    104 | 0.9
> CN(C(=O)COC(=O)Cc1ccc(Cl)cc1)C1CCCCC1
    103 | 0.4
> CCC(=O)N1CCNC(=O)C1CC(=O)OC (configuration not stated)
    102 | 0.3
> O=C(COc1ccc(Cl)cc1Cl)NC1CCSC1=O (configuration not stated)
    102 | 0.2
> CC(C)CCNC(=O)C1CCCN(S(=O)(=O)c2ccc3c(c2)oc(=O)n3C)C1 (configuration not stated)
    101 | 0.2
> Cc1c(Cl)ccc2sc(N3CCN(C(=O)C4CC4)CC3)nc12
    107 | 0
> Cc1ccc(NC(=O)CCNS(=O)(=O)c2ccc3c(c2)CCN3C(=O)C2CC2)c(Cl)c1
    105 | -0.5
> OCCNc1ccc2ccccc2n1
    98 | -1
> Cc1ccc(-c2noc(CN(C(=O)c3ccc(C(C)(C)C)cc3)C(C)C)n2)cc1
    107 | 0.4
> CN(Cc1ccccc1)S(=O)(=O)c1cccs1
    101 | 0
> COc1cc2c3c(c1OC)C1(C=CC(=O)C=C1)CC3N(C(=O)c1ccccc1)CC2 (configuration not stated)
    106 | 0.3
> COc1ccccc1N(CC(=O)NCCSCc1ccccc1)S(=O)(=O)c1ccc(C)cc1
    102 | -0.9
> CC1CC(C)(C)OC(CN2CCCCC2)O1 (configuration not stated)
    101 | 0.2
> Cc1cc(C(=O)N/N=C/C=C/c2ccccc2)n[nH]1
    103 | 0.2
> COc1cccc(-c2nn(-c3ccccc3)cc2C(=O)NCC(=O)O)c1
    101 | 0.4
> c1ccc2sc(Cc3nn[nH]n3)nc2c1
    99 | -0.6
> O=C(COc1nc2ccccc2nc1N1CCOCC1)NC1CCCCC1
    102 | -0.1
> O=C(c1ccc(Cl)c(Cl)c1)N(c1ccccn1)c1ccccn1
    103 | 0.2
> Cc1c(C(=O)NC(=S)Nc2ccc(N3CCOCC3)cc2)oc2ccccc12
    106 | 1.3
> Cc1nc(N2CCC(C)CC2)c2c(C)c(C(=O)N3CCN(c4ccc(F)cc4)CC3)sc2n1
    102 | 0.4
> CSc1nn(Cc2ccc(F)cc2)c(N)c1S(=O)(=O)c1ccc(Cl)cc1
    110 | 0.7
> O=C(CSc1nc2ccccc2nc1N1CCOCC1)Nc1ccccc1
    102 | 0.7
> CCCCc1nn2c(=O)cc(COC(=O)Cc3ccccc3)nc2s1
    105 | -0.2
> CCCCn1c(CC(=O)O)nc2cc(S(=O)(=O)N3CCOCC3)ccc21
    94 | -1.6
> COc1cccc(CN2C(=O)CN(C3CCCCC3)C(=O)C2c2ccc(OC(C)C)c(OC)c2)c1 (configuration not stated)
    107 | -0.3
> O=c1[nH]cc(CO)c(=O)[nH]1
    100 | -0.2
> Cc1cccc(CNC(=O)CS(=O)(=O)c2cccc3nsnc23)c1
    107 | 0
> O=S(=O)(c1ccc(-c2ccc(S(=O)(=O)N3CCSCC3)cc2)cc1)N1CCSCC1
    103 | 0.8
> Cc1cc(SC2CCOC2=O)nc2ccccc12 (configuration not stated)
    100 | -0.4
> CCc1cccc2c(-c3ccccc3)nc(SCC(=O)Nc3ccccc3OC)nc12
    112 | 1
> O=C(CCc1ccccc1)Nc1ccc(-c2nnc(-c3ccccc3)o2)cc1
    102 | 1
> CCN(CC)C(=O)CN1C(=O)/C(=C/c2ccccc2)SC1=S
    104 | 0.7
> COc1ccc(N2C3=[N+](CCCCC3)CC2(O)c2ccccc2)cc1 (configuration not stated)
    102 | -0.3
> Cc1cc(OC(C)C(=O)Nc2c(C(=O)c3ccc(F)cc3)oc3ccccc23)ccc1Cl (configuration not stated)
    104 | -0.1
> CCS(=O)(=O)CCSc1nsc(SCCS(=O)(=O)CC)c1C#N
    102 | 0.7
> NC(=O)C1CN(C(=O)Cn2ccc(C(F)(F)F)n2)c2ccccc2O1 (configuration not stated)
    112 | 0.5
> COc1ccc(COCC(O)CNCc2cccnc2)cc1OC (configuration not stated)
    94 | -0.8
> CC1CCC(C(C)C)C(OC(=O)Cn2c[n+](C)c3ccccc32)C1 (configuration not stated)
    103 | 0.3
> CC(C)Cc1nn2c(=O)cc(COC(=O)c3ccccc3NC(=O)C3CCCCC3)nc2s1
    103 | -0.7
> CSc1ccc(CNc2ccc(S(N)(=O)=O)cc2)cc1
    103 | 0.8
> CC(=O)Nc1sc2c(c1C(c1cccnc1)N1CCN(C)CC1)CCCC2 (configuration not stated)
    104 | 0.3
> COc1cccc(CNC(=O)c2cc3c(=O)n(C)c4ccccc4c3n2C)c1
    110 | 0.8
> O=C(C1=C(O)/C(=C/c2ccccc2)CCC1)C(F)(F)F
    103 | 0.5
> COc1cc(OC)c(C2=NOC(C(=O)Nc3ncn(CC(=O)N4CCC(C)CC4)n3)C2)cc1Cl (configuration not stated)
    101 | 0.1
> c1ccc(-n2ncc3c(N4CCN(c5ncccn5)CC4)ncnc32)cc1
    103 | 0.2
> CCN(c1ccccc1)c1nc2ccsc2c(=O)s1
    102 | 0.6
> CCc1ccc(NC(=O)CSc2nc3ccccc3c(=O)n2CCNC(C)=O)cc1
    104 | -0.4
> CCN(CC)CCCC(C)Nc1ccnc2cc(Cl)ccc12 (configuration not stated)
    100&100 | 0.1&-0.1
> CC1(C)CC(NC(=O)COc2ccc(Cl)cc2Cl)CC(C)(C)N1
    103 | 0.9

The list continues:
Each structure is followed by: PV pol inh | PV pol inh FP z-score
> CCOC(=O)c1cc2c(=O)n3ccccc3nc2n(CC2CCCO2)c1=NC(=O)c1ccc(C(C)(C)C)cc1 (configuration not stated)
    109 | 1.5
> Cc1nnc(SCC(=O)Nc2sc3c(c2C(N)=O)CCC(C)C3)[nH]c1=O (configuration not stated)
    99 | -0.4
> O=c1[nH]nc(-c2ccccc2)c2cc3c(=O)[nH]nc(-c4ccccc4)c3cc12
    101 | -0.1
> CCCn1c2ccccc2c2cnn(CC(=O)NCC3CCN(Cc4ccc(F)cc4)CC3)c(=O)c21
    110 | 0.9
> COc1ccc(-c2noc(N3CCN(c4cccc(C)c4C)CC3)n2)cc1OC
    109 | 0.6
> CC(=O)CC(=O)[C@@]1(O)CC[C@H]2[C@@H]3C=C(C)C4=CC(=O)CC[C@@H]4[C@H]3CC[C@@]21C
    101 | 0.7
> O=C(NC1CCS(=O)(=O)C1)c1ccc(C(=O)c2ccccc2)cc1 (configuration not stated)
    102 | -0.2
> CC(CNC(=O)CN1C(=O)c2cccnc2Oc2ccc(Cl)cc21)c1ccccc1 (configuration not stated)
    114 | 1.7
> O=C(Nc1ccccc1)OCC1(c2ccccc2)C(=O)c2ccccc2C1=O
    106 | 0.3
> CCOC(=O)c1ccccc1NC(=O)CN(c1ccccc1)S(=O)(=O)c1ccc(OCC)cc1
    107 | 0.6
> O=C(Nc1ccncc1)c1ccccc1O
    102 | 0.2
> CCc1cc2c(=O)c(-c3nc4ccccc4[nH]3)c(C)oc2cc1O
    108 | 0.5
> COc1ccc(C(=O)Nc2nccs2)cc1OC
    99 | -0.9
> Cc1nnc(SCC(=O)N2N=C3/C(=C/c4cccs4)CCCC3C2c2cccs2)n(N)c1=O (configuration not stated)
    104 | 0.1
> CCOC(=O)CNc1ncnc2nc[nH]c12
    101 | 0.3
> CCOC(=O)c1nnn(-c2nonc2N)c1-c1cccc2ccccc12
    99 | -0.6
> O=C(OCc1csc(-c2ccccc2)n1)C1Cc2ccccc2CN1S(=O)(=O)c1cccs1 (configuration not stated)
    99 | -0.5
> COc1cccc(NC(=O)CSc2nc3c([nH]c4ccccc43)c(=O)n2C)c1
    101 | 0.2
> Cc1cc(C(=O)N/N=C2\CC(=O)c3ccccc32)c(C)o1
    100 | -0.4
> O=C(Nc1ccc(F)cc1F)C1CC(=O)N(Cc2ccccc2)C1 (configuration not stated)
    105 | 0.3
> c1ccc(-c2nnc(-c3cccnc3)nc2-c2ccccc2)cc1
    98 | -0.5
> CCOC(=O)[C@H]1NC(=O)C[C@H]1c1ccccc1
    103 | -0.1
> c1ccc(CN2CCOCCN(Cc3ccccc3)CCOCC2)cc1
    100 | -0.2
> CN(CC(=O)Nc1ccc(N2CCOCC2)cc1)C(=O)Cc1ccccc1
    103 | 0.2
> Cc1cccc(NC(=O)CSc2nc(=O)n(CCN3CCOCC3)c3c2CCC3)c1C
    101 | -1.4
> Cc1cc(C(=O)NN)nn1-c1c(Cl)cc(Cl)cc1Cl
    100 | -0.3
> COc1ccc(C(=O)COC(=O)c2ccco2)cc1OC
    101 | -0.2
> CC(C)NC(=O)c1ccc(Cn2c(SCc3ccc(F)cc3)nc3cccnc32)cc1
    100 | -1.5
> Cc1ccccc1-c1ocnc1C(=O)NCc1ccc(C(F)(F)F)cc1
    102 | 0
> CCOc1ccc(-c2nnc(NC(=O)C3CCN(c4ncnc5sc(C)c(C)c45)CC3)o2)cc1
    99 | -0.2
> CN(C)CC/C=C1\c2ccccc2COc2ccccc21
    102 | 0.5
> CC(=O)Nc1cccc(C(=O)NCc2ccc3c(c2)CCN3C(C)=O)c1
    98 | -2
> CC1(C)C=C(NCC2CCCO2)CC(=O)C1 (configuration not stated)
    100 | -0.3
> CCOc1ccc(/C=N/O)cc1
    104 | 0.6
> Cc1cc(C)c2[nH]c(=O)c(C(c3nnnn3C(C)(C)C)N(CCc3ccc(F)cc3)Cc3ccco3)cc2c1 (configuration not stated)
    100 | -0.2
> CC1(C)CC(=O)C2=C(C1)OC(N)=C(C#N)C21CCN(Cc2ccccc2)CC1
    111 | 0.8
> CSc1c[nH]n(-c2ccccc2)c(=O)c1=O
    98 | -0.9

Compound profiles (already shown). Order of values: PV pol inh | PV pol inh FP z-score
CCOC(=O)[C@H]1NC(=O)C[C@H]1c1ccccc1 across the screens: 103 | -0.1
CC1(C)CC(=O)C2=C(C1)OC(N)=C(C#N)C21CCN(Cc2ccccc2)CC1 across the screens: 111 | 0.8
c1ccc(-c2nnc(-c3cccnc3)nc2-c2ccccc2)cc1 across the screens: 98 | -0.5
